Assay outcomes (PubChem)
MRP1 act = H69AR viability gain despite doxorubicin, primary screen, MRP-1 activator project, H69AR cells, CellTiter-Glo; viability rescue; viability increase, % at 10 µM; 0.61% of 140,000 active;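 active = viability gain under doxorubicin at or above a set limit, the compound median plus 3 SD, cut at about 4.7% in these data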;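 note: MRP-1 overexpressing cells given doxorubicin 25 µM after compound pretreatment; 18-22 h compound pretreatment then 72 h with doxorubicin before readout; 0% = doxorubicin-only wells and 100% = vehicle-treated cells without doxorubicin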
Measles CPE = compounds protecting cells from measles virus cytopathic effect, primary screen, measles RdRp inhibitor project, single point, MLSMR library, absorbance; Measles virus-infected cells, CPE protection; protection (pct of control), % at 4 µM; 1.5% of 140,000 active; AID 841, 2007; in the data active = protection mostly above about 24%, no sharp cut-off; inactive = mostly below about 26%; note: some compounds called inactive have numbers as strong as hits
Yeast growth inh = growth inhibitors of yeast BB579 in restrictive medium, primary screen, yeast lifespan-shortening project, S. cerevisiae; AID 804, 2007; 0.51% of 140,000 active; inhibition, % at 10 µM; OD615, 48 h;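 active = inhibition above a set limit, 3 SD over the mean compound inhibition, cut at about 44% in these data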; note: inactives centre near -24
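Material: Saccharomyces cerevisiae DeaD strain BB579, replicative lifespan model yeast; buffer or medium: CSMM-D restrictive synthetic medium containing dextrose (glucose); compound: 10 µM single dose, DMSO 0.25%; timing: 48 h compound exposure at 30 °C after 4 h preincubation; signal: turbidity as optical density at 615 nm; benchmarks: positive control amphotericin B 10 µg/mL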
GALR2 blocker = GALR2 antagonists in receptor-expressing cells, primary screen; Galanin receptor type 2 (Homo sapiens), O43603; antagonist mode; inhibition, % at 4 µM; 0.39% of 140,000 active; AID 828, 2007; in the data active = inhibition above about 27%;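 note: cells stimulated with galanin 1-16 at roughly its EC80; 0% = agonist challenge control and 100% = basal control without agonist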
Target sequence (O43603 whole entry, looked up): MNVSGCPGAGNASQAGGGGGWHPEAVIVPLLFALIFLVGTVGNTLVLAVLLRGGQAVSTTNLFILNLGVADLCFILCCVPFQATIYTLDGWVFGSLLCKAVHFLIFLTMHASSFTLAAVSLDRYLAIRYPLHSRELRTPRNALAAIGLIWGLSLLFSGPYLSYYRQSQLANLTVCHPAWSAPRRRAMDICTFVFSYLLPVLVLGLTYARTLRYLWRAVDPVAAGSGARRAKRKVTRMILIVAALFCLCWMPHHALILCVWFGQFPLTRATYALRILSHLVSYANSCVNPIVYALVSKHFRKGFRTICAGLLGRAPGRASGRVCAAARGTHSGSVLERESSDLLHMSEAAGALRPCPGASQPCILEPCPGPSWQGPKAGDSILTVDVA
PTEN del growth = growth suppression of PTEN-null HCT116, primary screen, cell-based, CellTiter-Glo. HCT116 PTEN-null viability, 60 h; stronger effect = lower value. viability, % at 10 µM. 1.2% of 140,000 active;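 active = viability at or below a set limit, 4 SD under the median of all tested compounds, cut at about 3.7% in these data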;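 note: PTEN knockout HCT116 line with beta catenin targeted HCT116 as companion control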
bCat KO growth = primary screen for growth suppressors in beta-catenin knockout HCT116 cells (colon tumor, human); HCT116 beta-catenin knockout viability, CellTiter-Glo, 60 h; stronger effect = lower value; viability, % at 10 µM; 1.5% of 140,000 active;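 active = viability at or under a set limit, the compound median less 4 SD, cut at about 6% in these data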;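 note: 0% = Hyamine 1622 control at 20 µM and 100% = untreated cell control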
E-sel TNF inh = E-selectin induction blockers in HUVEC – imaging, immunofluorescence, high content, primary screen; HUVEC TNFa-induced E-selectin immunofluorescence; 0.71% of 120,000 active; inhibition, % at 2 µM;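 active = inhibition above the batch mean plus 3 SD, and confirmed as a hit on visual image review, cut at about 43% in these data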;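 note: 0% = TNF-stimulated DMSO wells and 100% = unstimulated control wells; not every result past the cut was called active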
Phagocytosis inh = inhibitors of macrophage phagocytosis, primary screen, imaging, J774A.1 cells, IgG beads; J774A.1 macrophage IgG-bead phagocytosis; inhibition, % at 5 µM; 0.07% of 110,000 active; AID 1029, 2008;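 active = inhibition above the mean of the plate negative controls plus 5 SD, cut at about 13% in these data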;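 note: phagocytic index as fraction of beads internalized from green versus red external bead signal; plate controls were DMSO negative control for no effect and cytochalasin-D positive control for full effect; some results beyond the cut were filed as inactive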
NPY-Y2 antag = NPY-Y2 receptor antagonists, primary screen, cell-based; Neuropeptide Y receptor type 2 (Homo sapiens), P49146; NPY-Y2 expressing cells, antagonist mode; inhibition, % at 2.7 µM; 0.99% of 140,000 active; AID 793, 2007; in the data active = inhibition above about 17%;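 note: 0% = vehicle with agonist challenge and 100% = reference antagonist with challenge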
Target sequence (P49146 whole entry, looked up): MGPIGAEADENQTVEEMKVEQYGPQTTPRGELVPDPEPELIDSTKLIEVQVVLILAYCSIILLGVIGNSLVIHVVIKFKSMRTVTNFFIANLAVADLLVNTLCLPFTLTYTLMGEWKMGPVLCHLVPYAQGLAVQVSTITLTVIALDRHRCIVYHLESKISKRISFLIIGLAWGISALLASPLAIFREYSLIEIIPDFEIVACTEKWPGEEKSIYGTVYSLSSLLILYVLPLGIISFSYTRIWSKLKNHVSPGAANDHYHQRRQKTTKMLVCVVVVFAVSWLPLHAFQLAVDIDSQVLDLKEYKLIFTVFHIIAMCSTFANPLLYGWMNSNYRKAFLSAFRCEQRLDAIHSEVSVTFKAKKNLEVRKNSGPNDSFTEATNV
Yeast lifespan up = compounds extending yeast replicative lifespan, primary screen, S. cerevisiae, OD615; S. cerevisiae growth with nicotinamide; deaD strain in restrictive glucose medium; 0.68% of 130,000 active; inhibition of the nicotinamide effect, % at 10 µM; AID 775, 2007;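 active = inhibition above a set limit, placed 3 SD over the median of all compounds, cut at about 26% in these data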;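 note: 0% = nicotinamide-treated wells and 100% = cells grown without nicotinamide; some compounds called inactive have numbers as strong as hits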
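Assay system: engineered S. cerevisiae DeaD replicative-lifespan strain, galactose-grown log-phase cells; Buffer or medium: CSMM-D glucose medium, restrictive; Probe or stimulus: nicotinamide 1.5 mM; Compound: single dose 10 µM compound, 0.25% DMSO; Schedule: 4 h preincubation then 48 h treatment at 30 °C; Technique: OD615 measurement.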
* marks the source's active call; other numbers are inactive results; . = not tested or not shown.

SMILES | MRP1 act | Measles CPE | Yeast growth inh | GALR2 blocker | PTEN del growth | bCat KO growth | E-sel TNF inh | Phagocytosis inh | NPY-Y2 antag | Yeast lifespan up
Cc1cc(C)nc(NS(=O)(=O)c2ccc(NC(=O)CCC3COc4ccccc4O3)cc2)n1 (stereo unspecified) | -0.8 | 1 | -36 | -13 | 104 | 93 | -42 | 3 | -3 | -10
CC(=O)c1ccc(NC(=O)C2CC(=O)N(Cc3ccccc3)C2)cc1 (stereo unspecified) | -1.7 | 14 | -40 | -2 | 91 | 95 | -8 | -1 | -1 | -8
O=S(=O)(NCc1csc(-c2cccnc2)n1)c1cccs1 | -3.2 | 4 | -35 | 17 | 101 | 97 | -17 | -1 | 2 | -4
COc1ccc(/C=C2\CCCC(C(=O)C(F)(F)F)=C2O)cc1 | -1.6 | 8 | -48 | -8 | 88 | 82 | 9 | 3 | 3 | -8
Cc1sc2ncnc(N3CCCCC3C)c2c1C (stereo unspecified) | -0.8 | 2 | 5 | 11 | 61 | 40 | 17 | -1 | 9 | 5
COc1ccccc1N(CC(=O)NCc1ccccc1)C(=O)CCC(=O)Nc1cc(C)ccn1 | -2.2 | 9 | -45 | 2 | 98 | 93 | -12 | . | 3 | .
Cc1ccc(NC(=O)CSc2nnc(-c3ccccc3Br)o2)cc1C | -1.2 | 5 | -16 | -10 | 62 | 64 | . | 1 | 11 | -7
CC(=O)c1c(C)nc(-c2ccccc2)n1O | -1.5 | 7 | -20 | -10 | 80 | 71 | -8 | -3 | -1 | -6
Cc1ccc(NC(=O)Cn2c(=O)oc3cc(S(=O)(=O)N4CCC(C)CC4)ccc32)cc1C | -4.8 | 16 | -37 | -10 | 99 | 81 | 25 | 0 | 4 | -7
Cc1ccc(C(NC(=O)C(C)C)c2cc([N+](=O)[O-])c3cccnc3c2O)cc1 (stereo unspecified) | 4.1 | 3 | 86* | 5 | 11 | 9 | -1 | -12 | 3 | -3
O=C(CSc1nnc(CNC(=O)c2cccs2)o1)NC1CCCC1 | -2.3 | 2 | 6 | -5 | 88 | 87 | 1 | . | 3 | 0
COc1ccc2[nH]cc(C(=O)CNc3nc(C)cs3)c2c1 | -3.9 | 4 | -33 | 9 | 67 | 71 | 3 | 2 | -10 | -18
CCN(CC)CC(=O)NCc1cc(-c2ccc(OC)cc2)no1 | -1.4 | 4 | -28 | 6 | 104 | 103 | . | . | 1 | -13
CCOC(=O)CCc1c(C)nc2ncnn2c1C | -1.9 | 3 | -23 | -2 | 89 | 102 | . | . | 1 | -17
Cc1cc(C)c2c(c1)/C(=C/C(=O)c1ccc(Br)s1)C(=O)N2 | -2.7 | 18 | -48 | -2 | 1.8* | 1.8* | . | -1 | 1 | -9
O=C(Cn1cc(C(F)(F)F)ccc1=O)N/N=C/c1ccc(Cl)cc1 | 0.6 | 15 | -44 | 2 | 106 | 99 | . | -8 | 0 | -6
COc1cc(S(=O)(=O)N(Cc2ccccn2)Cc2ccco2)ccc1-n1cnnn1 | -4.6 | 8 | -37 | 15 | 85 | 93 | 55* | . | 4 | .
COc1ccccc1N1CCN(C(=O)C(Cc2ccccc2)NC(=O)C2CCCCC2)CC1 (stereo unspecified) | -1.0 | 8 | -31 | -1 | 84 | 80 | -4 | 1 | 1 | -11
CC(C)CC(c1nnnn1Cc1ccco1)N1CCN(c2cccc(Cl)c2)CC1 (stereo unspecified) | 2.1 | 14 | -22 | 10 | 61 | 67 | 0 | 0 | 8 | -5
Cc1cc(NC(=O)c2ccc(N(C)S(=O)(=O)c3ccccc3)cc2)no1 | -0.7 | 12 | -26 | 20 | 86 | 88 | -18 | -1 | 6 | -4
COc1cccc(Sc2ccccc2CN(C)C)c1 | -3.1 | 5 | -33 | 8 | 86 | 83 | 42 | -1 | 6 | -3
COc1ccc(OCCn2cc(/C=N/NC(=O)c3ccncc3)c3ccccc32)cc1 | -2.5 | 5 | -25 | 10 | 63 | 61 | . | 0 | 1 | -6
CCOC(=O)N1CCC(NC(=O)CCCN2C(=O)CSc3ncccc32)CC1 | -2.5 | 7 | -11 | 14 | 103 | 98 | -47 | -1 | -1 | 7
CC(C)=C1C2C=CC1C(C(=O)Nc1cc(C)ccc1C)C2C(=O)O (stereo unspecified) | -2.4 | 24 | -29 | 2 | 96 | 87 | -45 | -1 | 7 | 2
COC(=O)[C@H](CCSC)NC(=O)Nc1ccc(C)cc1C | -0.7 | 12 | -15 | -8 | 99 | 101 | . | 2 | 4 | -4

(further entries)
SMILES | MRP1 act | Measles CPE | Yeast growth inh | GALR2 blocker | PTEN del growth | bCat KO growth | E-sel TNF inh | Phagocytosis inh | NPY-Y2 antag | Yeast lifespan up
Cc1cc(C)cc(NC(=O)CSc2nnc(-c3ccccc3C)o2)c1 | 0.1 | 3 | -28 | 2 | 85 | 81 | -20 | 0 | 6 | -2
S=C(Nc1cccnc1)NC1CCCC1 | -3.0 | 4 | -17 | 11 | 74 | 91 | -21 | -4 | 1 | 0
COC(=O)C1=C(C)N(CCc2ccccc2)C(=O)C1(NS(=O)(=O)c1ccc(NC(C)=O)cc1)C(F)(F)F (stereo unspecified) | -0.9 | 5 | -28 | -7 | 81 | 90 | 19 | 1 | 2 | 0
O=C1C2C3C=CC(CC3)C2C(=O)N1/N=C/c1ccccc1O (stereo unspecified) | -1.3 | 18 | -33 | 6 | 108 | 105 | 14 | . | 3 | -4
C=CCCCOc1ccc(C(=O)O)cc1 | -0.9 | 5 | -23 | -10 | 95 | 83 | -7 | 1 | 6 | -2
Cc1cccc(-c2noc(C3CCCCC3)n2)c1 | . | 13 | -6 | -4 | 106 | 103 | 5 | 0 | 2 | -12
O=C1CCCC2=C1C1(CCCCC1)N=C(Nc1nc3ccccc3o1)N2 | -2.6 | 1 | -18 | 7 | 58 | 60 | . | . | 1 | .
O=[N+]([O-])c1cccnc1-n1cnc2ccccc21 | -1.6 | 7 | -29 | 1 | 86 | 88 | 5 | -2 | 1 | -1
CNc1nc(-c2ccccn2)nnc1-c1ccccc1 | -0.9 | 21 | -85 | -10 | 21 | 19 | 10 | -1 | 2 | 17
CCOC(=O)c1[nH]c(C)c(C(=O)OCc2c(C)noc2C)c1C | -0.9 | 1 | -32 | 3 | 62 | 66 | . | 2 | 1 | -6
Fc1ccccc1CNc1ccc(Cl)cc1 | 0.0 | 9 | -65 | 5 | 97 | 98 | -3 | . | 0 | -5
O=C(COc1ccccc1)Nc1ccccc1N1CCCCC1 | -1.0 | 7 | -33 | -4 | 74 | 66 | . | 1 | 11 | -14
O=C(CSc1nnc(Cn2nnc(-c3ccccc3)n2)n1-c1ccccc1)Nc1ccccc1 | -2.9 | 0 | -9 | -11 | 95 | 87 | -7 | 0 | 0 | -4
CCOC(=O)C(=CNc1cc(C)nn1C(C)(C)C)C(=O)OCC | -1.9 | 2 | -50 | -15 | 98 | 101 | . | -1 | 2 | -13
CCOC(=O)N1CCN(C(=O)COc2ccc(S(=O)(=O)Nc3ccc(OCC)cc3)cc2)CC1 | -2.2 | 6 | -34 | 0 | 82 | 79 | -19 | -1 | 3 | -19
CCCCC(=O)Nc1nc(C)c(-c2csc(Nc3ccc(Cl)cc3)n2)s1 | 1.4 | 5 | -82 | 9 | 68 | 68 | -12 | . | 0 | -14
C=CCn1c(C)cc(C(=O)Cn2ncc(Cl)c(Cl)c2=O)c1C | -4.6 | 11 | -32 | 57* | 1.4* | 1.7* | . | . | 1 | 23
CNC(=O)c1ccc(-c2sc3nc(N4CCOCC4)c4c(c3c2N)CCCC4)o1 | -6.5 | 22 | -8 | 6 | 7 | 14 | -12 | -1 | 0 | -23
COc1ccccc1OCCCCOc1ccccc1F | 0.6 | 15 | -34 | 10 | 74 | 68 | -32 | 0 | 4 | -14
Cc1c(-c2ccccc2)nc2ccccc2c1C(=O)OCC(=O)Nc1ncc(C(F)(F)F)cc1Cl | -2.7 | 11 | -32 | -3 | 103 | 83 | . | 0 | 1 | 3
CCOc1ccccc1N(C(=O)Nc1ccc(Cl)cc1)C1=NC(C)CS1 (stereo unspecified) | -0.7 | 5 | -18 | -2 | 96 | 91 | 34 | -4 | 1 | -2
CCN(CC)S(=O)(=O)c1ccc(NC(=O)C(C)N(c2ccccc2)S(C)(=O)=O)cc1 (stereo unspecified) | -0.3 | 17 | -9 | 1 | 90 | 80 | -34 | . | 1 | .
Cc1nnc(NC(=O)CSC2CCCCC2)s1 | 0.3 | 3 | -7 | 3 | 104 | 99 | 0 | 0 | 2 | -3
COc1ccc(/C=C2\OC(=S)N(C)C2=O)cc1 | 0.5 | 14 | -9 | -4 | 80 | 89 | 10 | . | 1 | .
COC(=O)C(C)n1cnc2c(nnn2-c2ccc(OC)cc2)c1=O (stereo unspecified) | -1.3 | 14 | 6 | 6 | 102 | 102 | . | -4 | 3 | -1

Next compounds follow.
SMILES | MRP1 act | Measles CPE | Yeast growth inh | GALR2 blocker | PTEN del growth | bCat KO growth | E-sel TNF inh | Phagocytosis inh | NPY-Y2 antag | Yeast lifespan up
CN(C)c1nc(Cl)cc(N2CCOCC2)n1 | -2.6 | 1 | -31 | -6 | 93 | 91 | . | 0 | 7 | 10
CCCCOC(=O)Nc1cc(OC)c(Cl)cc1OC | -3.0 | 9 | -9 | 2 | 88 | 86 | -38 | 2 | 5 | -12
O=C(Nc1ccc(C(=O)N2CCOCC2)cc1)Nc1cccc(Cl)c1 | -1.8 | 10 | -43 | 6 | 92 | 89 | -1 | 1 | 2 | 7
O=C(Cn1nc(-c2ccccc2F)ccc1=O)NCc1ccc2c(c1)OCO2 | 1.0 | 9 | -60 | -3 | 111 | 106 | -72 | -1 | 8 | 4
COc1ccc(CNC(=O)c2ccc3c(c2)N(C)C(=O)CS3=O)cc1 (stereo unspecified) | -1.0 | 9 | 19 | -1 | 84 | 102 | 19 | 0 | 0 | -3
Cc1nc2ccc(NC(=O)c3ccc(Cl)c(S(=O)(=O)N(C)c4ccccc4)c3)cc2s1 | -1.2 | 3 | -32 | 1 | 41 | 30 | 9 | -2 | 3 | 4
O=C(CC(=O)NCc1cccnc1)NCc1cccnc1 | 0.5 | 8 | 7 | 2 | 99 | 96 | -10 | -2 | -2 | -2
CCCCOc1ccc(CNC(=O)NS(=O)(=O)c2ccc(OCC)cc2)cc1 | -1.5 | 4 | -41 | -10 | 105 | 97 | -30 | . | 2 | 0
O=C(Nc1ccccc1[N+](=O)[O-])c1nc[nH]c1C(=O)NCCO | -0.2 | 9 | -54 | 6 | 96 | 97 | -19 | 0 | 6 | -14
